# From PubChem
# RPL19A-GFP yeast – RPL19A-GFP expression modulators in yeast, primary screen, cell-based, S. cerevisiae, multiplex flow cytometry, MLPCN; percent response vs DMSO, % at 10 µM; AID 2025, 2009; S. cerevisiae RPL19A-GFP strain, 3 h; stronger effect = lower value; 330,000 tested, 0.3% active;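 active = percent response vs DMSO below 50%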;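 also: median channel GFP fluorescence of the barcoded RPL19A-GFP strain; ratio of sample median GFP to plate DMSO average so 100% = DMSO; lower means less RPL19A-GFP as with rapamycin TOR inhibition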
# Efflux pump inh – inhibitors of Candida efflux pumps in yeast, primary screen, S. cerevisiae, Nile Red, multiplex | S. cerevisiae Candida pump triplex | AID 485275, 2010 | 330,000 tested, 0.44% active | inhibition, % at 10 µM;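 active = plate passing quality check with inhibition over a set limit, or well fluorescence over plate mean plus 4 SD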;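 also: Nile Red retained in pooled yeast measured as flow cytometry median fluorescence; 0% = buffer negative control and 100% = Enniatin B positive control; higher means more Nile Red kept so more efflux inhibition; some compounds called inactive have numbers as strong as hits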
# AHR act – AHR activators, primary screen, cell-based, luminescence, luciferase reporter, human; Aryl hydrocarbon receptor (Homo sapiens), P35869; 320,000 tested, 2.5% active; activation, % at 5 µM; AHR-responsive luciferase reporter cells; in the data active = activation above about 47%;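 also: 0% = vehicle wells and 100% = reference agonist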
# Target sequence (P35869 whole entry, looked up): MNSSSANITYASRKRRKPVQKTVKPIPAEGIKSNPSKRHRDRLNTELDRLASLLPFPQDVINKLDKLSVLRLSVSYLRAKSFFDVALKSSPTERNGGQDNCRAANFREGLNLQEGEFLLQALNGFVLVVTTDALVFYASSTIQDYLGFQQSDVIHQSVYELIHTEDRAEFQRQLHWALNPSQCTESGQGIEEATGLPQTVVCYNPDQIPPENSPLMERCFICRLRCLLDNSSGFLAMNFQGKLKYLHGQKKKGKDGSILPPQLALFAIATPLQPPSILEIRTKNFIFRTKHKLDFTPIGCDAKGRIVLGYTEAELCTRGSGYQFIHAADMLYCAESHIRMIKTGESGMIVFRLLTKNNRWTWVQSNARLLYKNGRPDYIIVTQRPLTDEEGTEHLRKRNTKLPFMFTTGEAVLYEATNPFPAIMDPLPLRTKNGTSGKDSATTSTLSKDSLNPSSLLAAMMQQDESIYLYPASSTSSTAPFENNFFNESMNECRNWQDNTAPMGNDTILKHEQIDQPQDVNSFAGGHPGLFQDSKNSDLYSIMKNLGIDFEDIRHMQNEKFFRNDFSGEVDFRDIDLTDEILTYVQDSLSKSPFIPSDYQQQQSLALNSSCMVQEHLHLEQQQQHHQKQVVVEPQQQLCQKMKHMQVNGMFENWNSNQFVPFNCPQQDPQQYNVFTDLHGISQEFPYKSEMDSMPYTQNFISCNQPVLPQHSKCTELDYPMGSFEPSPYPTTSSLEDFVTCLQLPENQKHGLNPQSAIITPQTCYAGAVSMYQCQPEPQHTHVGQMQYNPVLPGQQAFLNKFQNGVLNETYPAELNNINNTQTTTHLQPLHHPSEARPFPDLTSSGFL
# MEP2 TOR yeast – modulators of MEP2-GFP levels in yeast, primary screen, S. cerevisiae, multiplex flow cytometry, MLPCN library. 330,000 tested, 0.51% active. S. cerevisiae MEP2-GFP strain, 3 h; 100% = DMSO control level. GFP response vs DMSO, % at 10 µM. AID 2016, 2009;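 active = GFP response versus DMSO above a set limit, roughly screen mean plus 3 SD, cut at about 180% in these data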;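 also: median GFP fluorescence of the barcode-gated MEP2-GFP cells per well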
# LAP4-GFP MLPCN – modulators of LAP4-GFP expression in yeast, primary screen, S. cerevisiae, multiplex flow cytometry, MLPCN library; GFP response vs DMSO, % at 10 µM; AID 2023, 2009; 3 h; median GFP as percent of DMSO wells; 320,000 tested, 0.34% active;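 active = GFP response vs DMSO above a set limit, about the screen mean plus 3 SD, cut at about 150% in these data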
# AGP1 TOR yeast – modulators of AGP1-GFP expression in yeast TOR pathway, primary screen, cell-based, multiplex flow cytometry, S. cerevisiae, MLPCN library. 3 h; GFP as percent of DMSO wells. 320,000 tested, 0.02% active. GFP response vs DMSO, % at 10 µM;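 active = GFP response relative to DMSO above a set limit, near screen average plus 3 SD, cut at about 150% in these data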;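 also: median GFP channel fluorescence of the gated AGP1 strain per well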
# Yeast superoxide – reduction of superoxide in aged yeast, primary screen, HTS. S. cerevisiae aged cells, superoxide DHE fluorescence; stronger effect = lower value. 330,000 tested, 0.18% active. superoxide response (% of plate mean), % at 10 µM;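 active = superoxide response under a set limit, about three screen SD below normal, cut at about 65% in these data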;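 also: yeast aged for seven days with compound at 30 °C before DHE staining; 100% = average MFI of all compound-treated wells on the plate with controls excluded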
# CIT2 TOR yeast – modulators of CIT2-GFP expression in yeast, primary screen, S. cerevisiae, GFP fusion, multiplex flow cytometry, MLPCN library. S. cerevisiae CIT2-GFP strain, 3 h; 100 means same as DMSO wells. GFP response vs DMSO, % at 10 µM. 320,000 tested, 0.065% active. AID 2029, 2009;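 active = GFP response relative to DMSO above a set limit, near the screen mean plus 3 SD, cut at about 150% in these data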;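 also: ratio of well median GFP fluorescence to mean of DMSO wells on the plate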
# * hit, by the source's call; / = no result given.
# Sample of the layout, 9 compounds:
Molecule	RPL19A-GFP yeast	Efflux pump inh	AHR act	MEP2 TOR yeast	LAP4-GFP MLPCN	AGP1 TOR yeast	Yeast superoxide	CIT2 TOR yeast
COc1cccc2c1Oc1ncccc1N(C(=O)CCC(=O)NCc1ccc(F)cc1)C2	97	0.1	0	98	91	98	92	100
O=P(COCCOCCOCCOCP(=O)(c1ccccc1)c1ccccc1)(c1ccccc1)c1ccccc1	107	0.1	0	136	124	111	94	118
COc1ccc(NC(=O)CN(C)C(=O)Cc2c(C)nc3ccccc3c2C)cc1	96	-0.1	9	94	103	96	98	92
CN(C(=O)c1cccc([N+](=O)[O-])c1)c1ccccc1C(=O)NCc1ccccc1	103	-0.2	-2	96	89	102	101	102
CCCn1c(N)c(C(=O)COC(=O)c2cccc(S(=O)(=O)N3CCOCC3)c2)c(=O)[nH]c1=O	104	-0.2	1	107	108	111	96	102
CCOc1ccc(NC(=O)C/C(C)=N/NC(=O)Cc2ccc(Cl)cc2)cc1	105	-0.2	2	108	98	106	105	104
CC1(C)CC(=O)C2=C(C1)NC(=O)CC2c1cc2c(cc1Br)OCO2 (configuration not stated)	99	-0.1	19	94	92	98	91	93
O=[N+]([O-])c1ccc(-c2csc(NN=C3CCCC3)n2)cc1	97	0.2	-1	103	91	88	91	90
Cc1ccccc1S(=O)(=O)N1CC(C(=O)O)=CC[C@H]1c1ccc(Cl)cc1	100	-0.2	-3	96	104	98	95	87

# The whole of this part, previewed entries included:
Molecule	RPL19A-GFP yeast	Efflux pump inh	AHR act	MEP2 TOR yeast	LAP4-GFP MLPCN	AGP1 TOR yeast	Yeast superoxide	CIT2 TOR yeast
COc1cccc2c1Oc1ncccc1N(C(=O)CCC(=O)NCc1ccc(F)cc1)C2	97	0.1	0	98	91	98	92	100
O=P(COCCOCCOCCOCP(=O)(c1ccccc1)c1ccccc1)(c1ccccc1)c1ccccc1	107	0.1	0	136	124	111	94	118
COc1ccc(NC(=O)CN(C)C(=O)Cc2c(C)nc3ccccc3c2C)cc1	96	-0.1	9	94	103	96	98	92
CN(C(=O)c1cccc([N+](=O)[O-])c1)c1ccccc1C(=O)NCc1ccccc1	103	-0.2	-2	96	89	102	101	102
CCCn1c(N)c(C(=O)COC(=O)c2cccc(S(=O)(=O)N3CCOCC3)c2)c(=O)[nH]c1=O	104	-0.2	1	107	108	111	96	102
CCOc1ccc(NC(=O)C/C(C)=N/NC(=O)Cc2ccc(Cl)cc2)cc1	105	-0.2	2	108	98	106	105	104
CC1(C)CC(=O)C2=C(C1)NC(=O)CC2c1cc2c(cc1Br)OCO2 (configuration not stated)	99	-0.1	19	94	92	98	91	93
O=[N+]([O-])c1ccc(-c2csc(NN=C3CCCC3)n2)cc1	97	0.2	-1	103	91	88	91	90
Cc1ccccc1S(=O)(=O)N1CC(C(=O)O)=CC[C@H]1c1ccc(Cl)cc1	100	-0.2	-3	96	104	98	95	87
CC(C)OC(=O)C1CC(C)(O)C(=O)C(C(=O)OC(C)C)C1c1ccc([N+](=O)[O-])cc1 (configuration not stated)	98	-0.2	6	89	99	103	93	98
O=C(NCc1nc2ccccc2[nH]1)C1=C[C@H](C2CC2)C[C@H](OCc2ccc(CO)cc2)O1	99	0.0	3	101	95	100	103	91
Cc1ccc(NC(=O)COC(=O)c2cccc(C)c2[N+](=O)[O-])cc1S(=O)(=O)N1CCCCC1	97	0.2	-1	97	101	100	84	106
O=C(O)C1Cc2c([nH]c3ccccc23)C(c2ccc3c(c2)OCO3)N1 (configuration not stated)	102	0.3	90*	105	105	101	81	/
COC(=O)CSc1nnc(CNC(=O)c2ccc(S(=O)(=O)N(C)C)cc2)n1C	99	-0.1	-2	105	98	99	84	104
CCn1cc(C2=NC(C)CO2)c2ccccc21 (configuration not stated)	/	-0.7	13	99	99	96	83	104
Cn1c(SCC(=O)N/N=C/c2ccncc2)nc2ccccc21	99	0.0	19	94	110	104	93	96
CC(C)[C@H](NC(=O)c1ccco1)C(=O)OCC(=O)c1ccc2c(c1)NC(=O)CO2	102	-0.1	0	103	92	97	101	103
Cc1[nH]c2ccccc2c1C(=O)COC(=O)c1c(-c2c(F)cccc2Cl)noc1C	96	0.4	5	95	83	85	104	90
CC(C)(C)OC(=O)C[C@@H]1C/C=C\C[C@H](CC(=O)N(CCO)Cc2ccccc2)C(=O)N2CCC[C@@H]2COC1=O	95	0.0	1	98	101	100	93	88
Cc1onc(-c2c(F)cccc2Cl)c1C(=O)NCc1ccc2c(c1)OCO2	104	-4.0	18	101	103	103	98	103
Cc1ccc(N2C(=O)c3ccccc3NC2c2ccccc2O)cc1 (configuration not stated)	110	0.4	10	200*	141	99	98	145
Cc1sc(NC(=O)CN2C(=O)NC3(CCCC3)C2=O)nc1-c1ccc(F)cc1	99	0.5	0	106	106	105	97	107
Cc1nc(C)n(CC(O)COc2ccc3c(c2)CCC3)n1 (configuration not stated)	100	0.0	0	107	97	104	94	105
COC(=O)c1ccccc1NC(=O)CSc1nc(NC(=O)c2ccccc2)c2c(C)c(C)oc2n1	104	0.3	0	99	106	107	79	100
COC(=O)c1nc(-c2ccccc2)oc1N(C)C	102	-0.1	6	106	112	105	91	104
CCN(c1ccccc1)S(=O)(=O)c1ccc(C(=O)N(CCN(C)C)c2nc3c(F)cc(F)cc3s2)cc1	103	-0.1	7	93	96	104	87	98
Cc1ccc(-c2csc(NC(=O)C3=COCCO3)n2)cc1	104	-0.1	17	94	92	92	97	97
OC(c1ccccc1)(c1ccccc1)C1CCN(C(=S)NC2CCCC2)CC1	98	-0.1	-5	99	94	98	90	103
O=C(CN1C(=O)CCSc2ccccc21)Nc1ccc2c(c1)OCCO2	94	0.0	4	96	95	99	107	93
CCOC(=O)C1CCN(c2c(N(C)Cc3ccco3)c(=O)c2=O)CC1	107	0.2	-1	100	115	104	100	99
Cc1ccc(C(=O)CC2(O)C(=O)N(Cc3ccccc3Cl)c3ccccc32)o1 (configuration not stated)	100	-0.2	2	104	100	102	95	104
O=C(Cn1cnc2ccccc2c1=O)Nc1ccc(N2CCOCC2)cc1	102	0.0	2	108	104	108	100	92
CC(=O)Nc1ccc(S(=O)(=O)NNC(=O)c2cccc(Cl)c2)cc1	98	-0.1	1	105	97	97	81	96
Cc1ccc(NCc2nnc(SCC(=O)Nc3cc(C)on3)n2C)cc1	101	-0.2	5	101	100	116	77	109
COc1ccc(Nc2oc(COc3ccc(OC)cc3)nc2C#N)cc1	102	0.0	23	97	110	87	81	100
COc1ccc(OC)c(-c2nc(C)sc2CC(=O)O)c1	101	0.0	-3	101	99	102	112	100
COc1ccc(C(=O)NCc2ccco2)cc1S(=O)(=O)NC1CC1	91	0.6	2	90	85	91	153	87
Cc1c(C(=O)OCCOc2ccc(Br)cc2)sc(=S)n1C	99	-0.1	0	125	116	100	92	99
O=Cc1cn(-c2ccccc2)nc1-c1cc2c(ccc3ccccc32)oc1=O	90	0.0	3	109	94	94	101	107
CC1c2ccsc2CCN1S(=O)(=O)c1ccccc1 (configuration not stated)	96	0.0	-1	89	105	97	81	93
Fc1ccc(CN2CC[C@H]3C=CCc4cccc(c43)C2)cc1	96	0.3	2	90	108	98	129	99
N#Cc1c(/N=C/C=C/c2ccccc2)sc2c1CCCC2	97	0.1	4	101	106	102	104	96
CN(CC1CCCO1)S(=O)(=O)c1ccc(C(=O)Nc2nccs2)cc1 (configuration not stated)	103	0.2	3	110	104	106	90	92
Cc1nnc(NCc2ccccc2)c2ccccc12	101	0.0	11	108	98	99	100	98
S=c1[nH]nc(-c2cc(-c3ccco3)[nH]n2)n1-c1ccccc1	94	0.1	88*	94	101	99	100	97
COC(=O)c1ccc(CNC(=O)COC(=O)c2cc(Cl)nc(Cl)c2)cc1	96	0.1	1	100	98	97	98	97
COc1ccccc1N1CCN(C(=O)CSc2nc3ccccc3[nH]2)CC1	108	-0.1	0	108	109	/	99	115
Cc1ccc(C2=NCCNC2=O)c(C)c1	100	0.0	0	106	110	99	95	98
Cc1cc(C)c(S(C)(=O)=O)c(Oc2ccc(C(C)(C)C)cc2)n1	97	-0.1	2	96	97	119	93	96
CCOC(=O)c1c(NC(=O)CSc2nnnn2C)sc(C)c1C	90	-0.1	6	93	/	89	98	79

# Carrying on.
mol | RPL19A-GFP yeast | Efflux pump inh | AHR act | MEP2 TOR yeast | LAP4-GFP MLPCN | AGP1 TOR yeast | Yeast superoxide | CIT2 TOR yeast
COc1ccccc1Nc1nc(C2(C)CCC(=O)O2)cs1 (configuration not stated) | 99 | 0.3 | 0 | 102 | 106 | 100 | 119 | 91
Cc1ccc(NC(=S)N2CCCCC2CO)cc1C (configuration not stated) | 100 | -0.1 | -1 | 117 | 112 | 103 | 92 | 103
Cc1ccc(C(=O)Nc2ccccc2C(=O)N2CCN(c3ccccc3)CC2)cc1 | 97 | 0.0 | 14 | 100 | 105 | 98 | 101 | 95
COc1ccc(C(=O)NCCNC(=O)c2cnccn2)cc1 | 105 | 0.2 | 1 | 96 | 91 | 94 | 103 | 111
CCOc1ccc(OCc2ccc(C(=O)N(C)c3ccccc3)o2)cc1 | 105 | 0.0 | / | 112 | 100 | 102 | 105 | 104
COc1ccc(Cl)cc1NC(=S)N1CCC(c2ccc(C)cc2)C1 (configuration not stated) | 95 | -0.3 | 4 | 104 | 104 | 106 | 92 | 90
COc1ccc(C(=O)Nc2ccc(OCC(F)(F)C(F)F)c(C(F)(F)F)c2)cc1OC | 104 | -0.1 | -7 | 101 | 96 | 103 | 96 | /
O=C(Cn1nc(C(=O)O)c2ccccc2c1=O)Nc1cccc(Br)c1 | 101 | -0.1 | 3 | 103 | 93 | 97 | 90 | 106
CC(Oc1ccccc1)c1nnc(N)s1 (configuration not stated) | 101 | -0.1 | 0 | 96 | 89 | 105 | 102 | 98
CC(C)C(=O)Nc1ccc([N+](=O)[O-])cc1Br | 94 | 0.1 | 0 | 104 | 95 | 96 | 116 | 91
FC(F)(F)c1cnc(Sc2nc3nccc(-c4ccc(Cl)cc4)n3n2)c(Cl)c1 | 101 | -0.7 | 0 | 104 | 116 | 99 | 93 | 98
O=C(Cn1nnc2c(cnn2-c2ccc(F)cc2)c1=O)OC1CCCCC1 | 106 | 0.0 | 2 | 108 | 98 | 105 | 103 | 95
CC(C)n1ncc2c(C(=O)Nc3ccc(S(N)(=O)=O)cc3)cc(C3CC3)nc21 | 96 | 0.4 | 4 | 97 | 97 | 92 | 108 | 91
Cc1ccccc1CS(=O)(=O)Cc1ccc(C(=O)NC2CCCC2)o1 | 97 | 0.2 | 2 | 102 | 94 | 95 | 83 | 91
CCS(=O)(=O)N1N=C(c2cccs2)CC1c1cc2cc(C)ccc2nc1Cl (configuration not stated) | 97 | 0.2 | 1 | 97 | 110 | 101 | 86 | 96
C=CCn1c(NCCO)nc2c1c(=O)n(C)c(=O)n2C | 100 | -0.1 | 0 | 102 | 100 | 107 | 103 | 103
